Compound activity deposited in PubChem by National Center for Advancing Translational Sciences (NCATS).
D2 PAM – HTS Assay for Positive Allosteric Modulators of the Human D2 Dopamine Receptor: Primary Screen for Potentiators | HEK293 T-REx D2, calcium flux, EC20 dopamine potentiation | potentiation, % at 10 µM | hit rate 0.34% among 340,000;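 active means potentiation over 3 SD above the plate norm, cut at about 30% in these data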; further: 0% is about no effect
Target sequence (P14416 whole entry, looked up): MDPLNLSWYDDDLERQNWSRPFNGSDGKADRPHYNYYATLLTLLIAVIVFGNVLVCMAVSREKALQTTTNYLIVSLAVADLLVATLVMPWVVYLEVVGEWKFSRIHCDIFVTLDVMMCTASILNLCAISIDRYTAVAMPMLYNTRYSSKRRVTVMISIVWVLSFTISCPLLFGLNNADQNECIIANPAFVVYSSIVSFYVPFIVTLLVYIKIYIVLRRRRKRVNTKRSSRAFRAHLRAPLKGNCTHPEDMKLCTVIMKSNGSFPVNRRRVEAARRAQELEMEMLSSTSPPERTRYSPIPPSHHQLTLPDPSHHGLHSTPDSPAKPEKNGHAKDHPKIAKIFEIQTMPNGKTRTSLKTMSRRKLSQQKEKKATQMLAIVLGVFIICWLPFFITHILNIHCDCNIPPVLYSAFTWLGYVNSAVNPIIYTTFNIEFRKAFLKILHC
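Calcium flux readout, no-wash dye, 1 read/s. Inducible HEK293 Trex D2 line, overnight 30 C. Compound alone 180 s (agonist flags), then EC20 dopamine, another 180 s to score potentiation.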
D1 PAM – Potentiators of Human D1 Dopamine Receptor: qHTS; hit rate 0.036% among 360,000; potentiation, % at 10 µM; D(1A) dopamine receptor (Homo sapiens), P21728; HEK293 TREx D1 cells, calcium flux, dopamine EC20 potentiation; AID 504651, 2011; in the data active means potentiation above about 30%; further: 0% is about no effect
RXFP1 agonist – qHTS Assay for Agonists of the Relaxin Receptor RXFP1; Relaxin receptor 1 (Homo sapiens), Q9HBX9; HEK293T-RXFP1 cAMP TR-FRET, 30 min; response scale: percent of porcine relaxin response, buffer zero; Potency, µM (highest dose often 57.5 µM), without a hit: at the highest dose activation, hits mostly activators; hit rate 0.3% among 370,000; AID 2676, 2010; further: potency means the concentration at half of the fitted maximal effect; on the % scale 0 is the no-effect control and ±100 the full control effect; nearly all actives have a fitted effect of over 60% in size; many of its hits are not listed in these tables
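HEK293 cells stably expressing RXFP1, treated 30 min at 37C with compounds plus PDE4 inhibitor Ro 20174; cAMP measured by HTRF TR-FRET. Normalized to buffer and 29 nM porcine relaxin; EC50 by Hill fit.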
Vif-APOBEC3G blk – qHTS for Inhibitors of Vif-A3G Interactions: qHTS; HeLa A3G-eYFP + Vif (tagged APOBEC3G with the HIV-1 protein that degrades it), YFP fluorescence, overnight; AID 602310, 2012; DNA dC->dU-editing enzyme APOBEC-3G (Homo sapiens), Q9HC16; Potency, µM (doses to about 46.1 µM), inactives show at the top dose activity, negative = active, usual class: inhibitors; hit rate 0.076% among 410,000;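 further: potency means the concentration at half of the fitted maximal effect; on the % scale 0 is the no-effect control and ±100 the full control effect; nearly all actives have a fitted effect of over 60% in size; hits raise eYFP signal because A3G escapes Vif-driven loss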
Target sequence (Q9HC16 whole entry, looked up): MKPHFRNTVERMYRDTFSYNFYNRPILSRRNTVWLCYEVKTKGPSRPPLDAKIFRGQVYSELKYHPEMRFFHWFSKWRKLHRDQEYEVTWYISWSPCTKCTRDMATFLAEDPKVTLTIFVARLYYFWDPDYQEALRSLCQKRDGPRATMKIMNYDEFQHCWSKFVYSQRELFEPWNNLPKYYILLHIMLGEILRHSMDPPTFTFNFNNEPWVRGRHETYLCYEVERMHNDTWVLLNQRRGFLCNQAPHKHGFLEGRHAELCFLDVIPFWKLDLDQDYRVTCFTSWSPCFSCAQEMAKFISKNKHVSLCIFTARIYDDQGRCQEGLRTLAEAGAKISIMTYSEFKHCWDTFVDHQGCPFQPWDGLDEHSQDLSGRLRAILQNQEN
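HeLa cells stably expressing Vif and C-terminally eYFP-tagged A3G, seeded overnight at 37 deg C, then exposed to compound by pintool overnight at 37 deg C. Rise in yellow fluorescence (Ex 488/Em 500-530, Acumen) marks blocked Vif-driven A3G degradation.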
LDHA inh – qHTS assay for inhibitors of human lactate dehydrogenase | AID 1347041, 2019 | L-lactate dehydrogenase A chain (Homo sapiens), P00338 | hit rate 0.15% among 480,000 | activity change, % (values are at about 110 or 230 µM) | purified LDHA, NADH/diaphorase-resazurin fluorescence; stronger effect = lower value; in the data active means activity change below about -30%; inconclusive means mostly about -25% to -30%;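 further: plate controls were DMSO wells for no effect and wells without enzyme for full effect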
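Remaining NADH was detected by diaphorase (0.133 mg/mL) converting 37 µM resazurin to fluorescent resorufin, read at 0 and 20 minutes. The preceding 5-minute room-temperature reaction used 2 nM LDHA, 0.2 mM sodium pyruvate and 0.06 mM NADH at pH 7.4.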
D1 ag – Allosteric Agonists of the Human D1 Dopamine Receptor: qHTS; D(1A) dopamine receptor (Homo sapiens), P21728; HEK293 T-REx D1 cells, calcium flux, agonist mode; activation, % at 2 µM; hit rate 1% among 360,000; AID 504660, 2011; in the data active means activation above about 30%; further: 0% is about no effect
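Inducible HEK293 T-REx D1 cells, force-coupled to calcium signalling, were plated at 4000 cells/well with tetracycline and held overnight at 30 C. After no-wash calcium dye loading, compound-evoked calcium rise over 180 s flagged agonists.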
D1 antag – Antagonist of Human D 1 Dopamine Receptor: qHTS | activity change, negative = inhibition, % at 10 µM | AID 504652, 2011 | D(1A) dopamine receptor (Homo sapiens), P21728 | hit rate 3.2% among 360,000 | HEK293 TREx D1 cells, calcium flux, dopamine EC80; stronger effect = lower value; in the data active means activity change below about -30%; further: on the % scale 0 is the no-effect control and ±100 the full control effect
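Compound effects on dopamine-evoked calcium signalling were measured in tetracycline-induced HEK293 Trex D1 cells. Dopamine at EC80 followed a 180 s compound pre-read, and fluorescence was tracked kinetically for 180 s more.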
GRP78 ERSR act – qHTS for Inducers of the Endoplasmic Reticulum Stress Response (ERSR) in Human Glioma: qHTS | U87-MG GRP78 promoter luciferase reporter, 16 h | hit rate 0.02% among 420,000 | Potency, µM, inactives show top-dose activation, hits mostly activators; further: potency means the concentration at half of the fitted maximal effect; series mostly up to about 76 µM; % of control where 0% means no effect; nearly all actives have a fitted effect of over 35% in size
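Stably transfected U87-MG glioma cells carrying a GRP78-based luciferase sensor; 16 h compound incubation. Luminescence end-point read 10 min after Bright-Glo addition at room temperature.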
Vif-APOBEC3F blk – qHTS for Inhibitors of Vif-A3F Interactions: qHTS; HeLa A3F-eYFP + Vif (tagged APOBEC3F with the HIV-1 protein that degrades it), YFP fluorescence increase; Potency, µM (highest dose often 46.1 µM), for inactives: top-dose activity, negative = active; hit rate 0.2% among 390,000; AID 602313, 2012; further: potency means the concentration at half of the fitted maximal effect; % of control where 0% means no effect; nearly all actives have a fitted effect of over 65% in size
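HeLa cells stably expressing Vif plus C-terminally eYFP-tagged A3F were seeded, incubated overnight at 37 deg C, dosed with compound, incubated overnight again at 37 deg C. Yellow fluorescence (Ex 488/Em 500-530) reported blocked Vif-mediated A3F-eYFP degradation.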
* = called active by the depositor; ? = inconclusive; . = no result given; & = joins results of further samples. Unless noted, the call rests on the fitted dose curve; in most records, active means well fitted curve in the direction sought with a large enough effect; inconclusive means small, poorly fitted or top-dose-only effect, or another doubt; inactive means no such curve, though single readings can be large; an effect the other way counts as inactive or inconclusive.

nr | compound | D2 PAM | D1 PAM | RXFP1 agonist | Vif-APOBEC3G blk | LDHA inh | D1 ag | D1 antag | GRP78 ERSR act | Vif-APOBEC3F blk
1 | Cc1ccc(/C=C(\C#N)C(=O)N2CCCC2)c(C)c1 | -3 | -4 | -0.3% | 2% | -4 | 1 | 2 | 8% | -8%
2 | CCS(=O)(=O)c1nc(S(=O)(=O)c2ccc(C)cc2)c(N2CC(C)OC(C)C2)s1 (centres undefined) | -7 | -8 | 28µM* | 2% | -5 | 0 | -12 | -4% | -11%
3 | Cc1ccc(OCC(=O)NC2CCCCCC2)cc1C | 4 | -1 | 0.5% | -1% | 0 | 0 | 11 | 6% | -4%
4 | CC(C)CNC(=S)Nc1ccc(S(N)(=O)=O)cc1 | 3 | 1 | 3.6% | 1% | -9 | 4 | -10 | -5% | -13%
5 | COc1ccc(N2CCc3c(C)nc4c(OC)cccc4c32)cc1 | 7 | -5 | 6.5% | ? | 0 | 11 | 2 | -6% | -17%
6 | CCOC(=O)C1CCN(C(=O)Cn2c(=O)oc3cc(S(=O)(=O)N4CCCC4)ccc32)CC1 | -4 | -4 | 0.5% | 1% | -1 | 2 | -13 | -5% | 5%
7 | CN(CCOc1ccc(Cl)cc1)C(=O)C1CCN(C(=O)c2ccc(Cl)cc2)CC1 | -2 | -6 | -1.0% | 1% | -4 | 6 | -16 | -2% | 1%
8 | O=C(NNC(=S)NC(=O)c1ccco1)c1ccc(NC(=O)c2ccccc2)cc1 | . | -2 | -1.4% | 0% | -3 | 6 | -1 | -1% | 12%
9 | CCOc1ccc(CCNC(=O)COC(=O)C2=NNC(=O)CC2)cc1OCC | . | -11 | 0.4% | -1% | -1 | -1 | 2 | -3% | -7%
10 | COc1ccc(-c2noc(N3CCC(C(=O)N(C)c4ccccc4C)CC3)n2)cc1 | 0 | -5 | 1.9% | 11% | 1 | 1 | -10 | 1% | 6%
11 | CCCCc1nnc(NC(=O)CSCc2cc(=O)n3c(C)csc3n2)s1 | 4 | 2 | 6.6% | -4% | -3 | 0 | -9 | -3% | 5%
12 | CCCCCN(C(=O)NC(=O)Nc1ccccc1C)S(=O)(=O)c1ccccc1 | -1 | -7 | -0.6% | 0% | -3 | 3 | -6 | -2% | 4%
13 | COC(=O)c1ccc(C2/C(=C(/O)c3ccc4c(c3)CC(C)O4)C(=O)C(=O)N2Cc2ccncc2)cc1 (centres undefined) | -5 | 1 | 27% | 3% | 1 | 1 | -14 | 4% | 6%
14 | CCOc1ccc(CN2CCN(c3cc(C)nc4c5c(C)cc(C)nc5nn34)CC2)cc1 | -7 | -4 | 30% | . | . | 1 | 7 | . | .
15 | COCCN(C(=O)c1cc(Cl)nc2ccccc12)c1c(N)n(Cc2ccccc2)c(=O)[nH]c1=O | -10 | 5 | -1.9% | -7% | 0 | 1 | -6 | 3% | -19%
16 | Cc1cccc(NC(=S)NC(=O)c2oc3ccccc3c2C)n1 | -3 | -2 | 12% | -2% | -3 | -2 | -4 | 6% | 0%
17 | CCCCNCCCOc1ccc(C)cc1Br | -26 | -5 | 1.3% | 1% | -19 | 21 | -9 | -3% | -13%
18 | Cc1ccc(C)c(N2CCN(S(=O)(=O)c3cc(-c4cc(C)no4)ccc3C)CC2)c1 | -4 | -1 | -1.9% | 5% | -12 | 4 | 1 | -1% | -8%
19 | COc1ccccc1CCCNC(=O)C1CCC(=O)N(CCc2ccc(Cl)cc2)C1 (centres undefined) | 2 | 0 | 0.5% | -1% | -9 | 2 | -10 | 0% | 1%
20 | CCN(CC(=O)Nc1c(F)cccc1F)C(=O)c1ccccn1 | -1 | -6 | 1.1% | -1% | -6 | 1 | 7 | -3% | 7%
21 | CCOC(=O)C1=C(CNCc2ccc(C)cc2)NC(=O)NC1c1cc(C)ccc1C (centres undefined) | 1 | -2 | 0.2% | 2% | -2&2 | 4 | -11 | -1% | 5%
22 | CCc1ccc2occ(CC(=O)Nc3c(C(=O)c4ccccc4)oc4ccccc34)c2c1 | 13 | -1 | 5.7% | 0% | -2 | 14 | -7 | -4% | 0%
23 | Cc1cc(NC(=O)c2ccccc2C)ccc1NC(=O)c1ccccc1Cl | 8 | -14 | -0.8% | -6% | -3 | 3 | -2 | -4% | -10%
24 | C=CCNc1nc2c(c(=O)[nH]c(=O)n2C)n1CCOc1ccccc1 | 12 | -4 | -3.7% | -8% | -1&0 | 1 | 3 | -8% | 2%
25 | CSc1ncc(Cl)c(C(=O)Nc2ccc(S(=O)(=O)N3CCCC(C)C3)cc2)n1 (centres undefined) | -8 | 2 | 0.7% | 1% | 4 | 3 | -5 | 2% | -1%
26 | O=C(/C=C/c1ccc(Br)cc1)NC1CCCCCC1 | -7 | 0 | 0.5% | 0% | 0 | 4 | -2 | 2% | -5%
27 | COc1ccc(C)cc1NC(=O)CN1CCCN(S(=O)(=O)c2ccc(Br)cc2)CC1 | -13&10 | -9&-2 | 0.2%&1.3% | 1%&3% | -8&-2 | 3&7 | 4&-2 | -4%&-1% | 10%&4%
28 | N/C(=N\OCc1ccccc1)c1nonc1N | -8 | 1 | -1.7% | 4% | -6 | 5 | -6 | 4% | 0%
29 | O=C(N/N=C/c1ccc(N2CCOCC2)o1)c1ccccc1[N+](=O)[O-] | 13 | -6 | -1.0% | 0% | 3 | 3 | -14 | -4% | 0%
30 | O=C(NCC1CCCCC1)C1CCN(C(=O)NC2CCCCC2)CC1 | 10 | 2 | 0.5% | 5% | -6 | 2 | 3 | -1% | -5%
31 | CN(CCc1ccccc1)C(=O)c1cc(COc2cccc(C(F)(F)F)c2)on1 | -1 | 8 | 1.2% | 6% | -1 | 3 | -9 | -1% | 5%
32 | COc1ccc(CCNC(=O)C2CC(=O)N(c3ccc(C(C)(C)C)cc3)C2)cc1OC (centres undefined) | 2 | -3 | -0.2% | 3% | 1 | 4 | 0 | -2% | 11%
33 | NC(=O)c1ccsc1NC(=O)COC(=O)COc1ccccc1[N+](=O)[O-] | 10 | -4 | 0.5% | -2% | -2 | 4 | -28 | -4% | -4%
34 | CCCN(CC(=O)Nc1ccccc1OC)C(=O)c1ccc(COc2ccccc2)o1 | -3 | 1 | 0.2% | 3% | -3 | 5 | -9 | -1% | 1%
35 | Cn1ccnc1C(=O)c1ccccc1Cl | -5 | -1 | 0.3% | -10% | -8 | 1 | 4 | -4% | 17%
36 | Cc1cccc(C(C)C)c1NC(=O)c1cccnc1 | 23 | 1 | 0.9% | 1% | -1 | 2 | 8 | -1% | -4%
37 | O=C1c2ccccc2C(=O)N1CC1CCCO1 (centres undefined) | -8 | 8 | -4.9% | 0% | -3 | 0 | 2 | -6% | -2%
38 | COc1ccc(C(NC(=O)c2ccc(F)cc2)c2ccccc2)cc1 (centres undefined) | 2 | -3 | -2.4% | -2% | -10 | 3 | -14 | -5% | 1%
39 | Cc1ccc(C(C)C)cc1OCCN1CCCC1 | -14 | -8 | 0.8% | 0% | -19 | 6 | -9 | -3% | -10%
40 | COCCN(C(=O)COC(=O)CCSc1ccc(F)cc1)c1c(N)n(Cc2ccccc2)c(=O)[nH]c1=O | 10 | -1 | 0.0% | -1% | -4 | 3 | 1 | -2% | 1%
41 | O=[N+]([O-])/C=C/c1cn(Cc2ccccc2)c2ccccc12 | 6 | 22 | -0.4% | ? | -1 | -1 | 6 | -17% | -10%
42 | O=S1(=O)C=C(Oc2ccc3ccccc3c2)c2ccccc21 | -6 | -1 | 1.0% | 1% | 6 | 4 | -15 | -5% | -4%
43 | O=C(NC(=S)Nc1ccccc1Cl)c1csnn1 | -2 | 1 | 0.6% | 2% | -11 | 2 | 25 | 4% | -9%
44 | Cc1cccc(NC(=O)CCc2ccccc2)c1 | 29 | -2 | 0.9% | -3% | -1 | 2 | -8 | 2% | 9%
45 | Cc1cc(C)c(S(=O)(=O)N/N=C/c2ccc3c(c2)OCO3)c(C)c1 | -21 | -3 | -1.3% | 1% | 1 | 2 | -72* | -5% | -6%
46 | CCc1noc(C)c1C(=O)OCC(=O)c1ccc(OC)c(OC)c1 | 8 | -11 | 2.6% | 2% | -3 | 1 | 0 | 2% | 3%
47 | O=C(C1CCCCC1)N(Cc1cccnc1)c1nc2c(F)cccc2s1 | 9 | -1 | 0.8% | -2% | 1 | -2 | . | -3% | 1%
48 | CC1CCCC(C(=O)OCc2ccccc2)N1 (centres undefined) | 3 | 2 | 0.5% | 5% | -6 | 3 | 1 | -2% | -2%
49 | c1ccc(Cc2nc3ccccc3[nH]2)cc1 | 1 | -1 | 0.7% | 0% | -6 | 0 | 3 | -1% | 0%
50 | COc1ccc(S(=O)(=O)N2CC(O)CC2C(=O)Nc2cccnc2)cc1 (centres undefined) | 5 | -1 | 1.7% | 0% | -1 | 4 | 8 | 0% | 4%
51 | CC[C@H](C)Cc1cn([C@@H](CCCN=C(NC(=O)OC(C)(C)C)NC(=O)OC(C)(C)C)C(=O)NCCCCCCCCCCC(=O)N2CCN(C(=O)OC(C)(C)C)CC2)nn1 | 9 | 6 | 0.1% | -18% | 0 | -2 | -8 | -3% | 2%
52 | COc1ccc(NC(=O)CCSCCc2ccccn2)cc1OC | -5 | -3 | 0.7% | -6% | 4 | 5 | 23 | -4% | -4%

These rows are one share of the data; count on the stated rates, not on these rows.
